Assay outcomes as filed in PubChem.
FXIIa single: inhibitors of human coagulation factor XIIa. P00748. purified human FXIIa, AMC substrate fluorescence, 2 h. inhibition, % at 10 µM. 33,000 tested, 0.2% active; in the data active = inhibition above about 30%;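 note: 0% = enzyme with vehicle only and 100% = no enzyme blank; many of its hits are not listed in these tables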
FXIa single inh: blocks human coagulation factor XIa activity; P03951; purified human FXIa, fluorogenic AMC substrate cleavage; inhibition, % at 10 µM; 33,000 tested, 0.3% active;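 active = inhibition above 40% in the primary screen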;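 note: 0% = enzyme without compound and 100% = blank wells lacking enzyme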
Target sequence (P03951 19-387 limits assumed): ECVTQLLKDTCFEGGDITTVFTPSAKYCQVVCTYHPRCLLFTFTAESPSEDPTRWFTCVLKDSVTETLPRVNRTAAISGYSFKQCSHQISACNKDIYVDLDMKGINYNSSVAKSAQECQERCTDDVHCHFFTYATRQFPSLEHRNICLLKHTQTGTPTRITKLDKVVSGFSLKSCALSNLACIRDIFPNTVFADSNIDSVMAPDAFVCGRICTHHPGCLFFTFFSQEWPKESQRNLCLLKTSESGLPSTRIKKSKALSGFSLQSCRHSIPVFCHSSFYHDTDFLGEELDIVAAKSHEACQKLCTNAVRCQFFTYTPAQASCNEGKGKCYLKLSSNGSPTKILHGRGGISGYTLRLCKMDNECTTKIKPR
Target sequence (P03951 388-625 limits assumed): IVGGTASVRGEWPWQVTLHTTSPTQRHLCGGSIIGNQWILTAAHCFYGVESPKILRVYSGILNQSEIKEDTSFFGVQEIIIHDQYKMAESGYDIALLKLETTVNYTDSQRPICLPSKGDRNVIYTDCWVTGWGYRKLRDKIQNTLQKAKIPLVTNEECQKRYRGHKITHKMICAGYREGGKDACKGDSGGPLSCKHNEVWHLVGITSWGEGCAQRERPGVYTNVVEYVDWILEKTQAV
* marks the source's active call; other numbers are inactive results. These rows are one share of the data (hit frequency here may not be typical).

cpd	mol	FXIIa single	FXIa single inh
1	Cc1cccn2c(=O)c(/C=N/O)c(N3CCCC3)nc12	-1	-5
2	Clc1ccc(Cn2nnc(-c3ccccc3)n2)cc1	7	-4
3	CN(C)CCCNCCCNC(=O)c1ccncc1	5	4
4	COc1cc(NC(=O)NC(C)(C(F)(F)F)C(F)(F)F)cc(OC)c1OC	5	1
5	Fc1ccc(CSc2nnc(-c3cccnc3)n2Cc2ccco2)cc1	5	0
6	Cc1ccc(C)c(S(=O)(=O)NCc2ccncc2)c1	-1	1
7	CCC(C)c1cc(S(=O)(=O)N2CCOCC2)ccc1OC (configuration not stated)	10	1
8	CC(C)OCCCNC(=O)NC12CC3CC(CC(C3)C1)C2	0	-3
9	CC(C)NC(=O)CSCc1cccc(Br)c1	5	-7
10	O=C(CN1C(=O)COc2ccccc21)NCCN1CCC(Cc2ccccc2)CC1	8	6
11	Cc1nn(C(C)(C)C)c(OC(=O)c2cccs2)c1S(=O)(=O)c1ccccc1	4	-1
12	COC(=O)c1cn(CC(=O)NC2CCCCCC2)c2ccccc12	6	-1
13	O=S(=O)(Nc1cccnc1)c1ccc(Cl)c(C(F)(F)F)c1	9	-2
14	Cc1nnc(NC(=O)c2cccc(S(=O)(=O)N3CC(c4ccccc4)CC3=O)c2)s1 (configuration not stated)	4	10
15	COC(=O)CSc1cnc2ccccc2n1	4	4
16	CC(C)CC(=O)Nc1ccc(N2CCOCC2)cc1	-8	-8
17	CCCCCCCC(=O)NNC(=O)CCC(=O)O	-10	27
18	CS(=O)(=O)N(CC(=O)N1CCCC1)c1ccc(Cl)c(Cl)c1	2	6
19	CC1CCN(c2nc(-c3ccccc3O)nc3ccccc23)CC1	5	-2
20	COc1ccc(CCNC2CC(=O)N(C)C2=O)cc1OC (configuration not stated)	-2	-4
21	CCC(C)S(=O)(=O)c1snnc1C (configuration not stated)	-4	-3
22	Cc1cnc(C(=O)OCC(=O)N2CCN(C(=O)c3ccco3)CC2)cn1	1	-2
23	O=C1C2C3C=CC(C3)C2C(=O)N1Cc1ccc(CN2C(=O)C3C4C=CC(C4)C3C2=O)cc1 (configuration not stated)	2	2
24	CCN(CC)S(=O)(=O)c1ccc(-c2ccc(S(=O)(=O)N(CC)CC)cc2)cc1	-6	14
25	COc1ccc(NC(=O)c2cc3ccccc3o2)cc1	-11	-2
26	O=C(Cc1ccccc1)Nc1ccc2oc(-c3cccnc3)nc2c1	-3	1
27	CCOC(=O)C1CCCN(C(=O)c2cc3nc(-c4ccc5c(c4)OCO5)cc(C(F)(F)F)n3n2)C1 (configuration not stated)	-11	-4
28	Cc1cccc(NC(=O)NCC(F)(F)F)n1	5	-2
29	O=C1c2ccccc2C(=O)N1c1nc2nccc(-c3ccccc3)n2n1	5	-4
30	COCCN(C(=O)c1ccco1)c1nnc(-c2ccc(OC)cc2)s1	7	3
31	Cn1c(=O)c(-c2cc(Br)ccc2N)nc2ccccc21	-12	22
32	Cc1c(NS(=O)(=O)c2ccc3c(c2)OCCO3)cccc1-c1nc2cccnc2s1	4	7
33	CC(C(=O)O)C1SC(=O)NC1=O (configuration not stated)	8	3
34	Cc1n[nH]c(C)c1S(=O)(=O)N1CCCC(C(=O)NCc2ccccc2Cl)C1 (configuration not stated)	-6	-2
35	Cc1cc(C(=O)CSc2nnnn2C)c(C)n1CCc1ccc(Cl)cc1	6	-2
36	Cc1ccc(C2NS(=O)(=O)N=C2N)cc1 (configuration not stated)	3	-4
37	NC(=O)N1c2ccccc2C=Cc2ccccc21	3	7
38	O=C(Nc1nccs1)c1cccc(S(=O)(=O)N2CCCCC2)c1	1	-7
39	O=C(CSc1ccc2nnc(-c3ccccc3)n2n1)NCc1ccc2c(c1)OCO2	-12	-14
40	O=C(CN1CCN(c2ncccn2)CC1)N1CCCc2c1c(=O)oc1ccc(O)cc21	7	3
41	CCOC(=O)c1cnc(SCC(=O)Nc2ccccc2C(=O)OC)nc1N	4	-1
42	COC(=O)c1sccc1NC(=O)CSc1nnnn1-c1ccccc1C	3	2
43	Cc1cc(S(=O)(=O)NCC(C)C)ccc1OCC(=O)N1CCOCC1	4	6
44	O=C(NCc1ccccc1)c1ccc(OC2CSC2)cc1	7	-2
45	O=C(O)CCC(=O)Nc1ccc(OCC(=O)O)cc1	4	0
46	Cc1cc(C)n(CC(=O)n2c3ccccc3c3ccccc32)n1	1	4
47	Cc1ccc(C(=O)CC2(O)C(=O)Nc3ccccc32)s1 (configuration not stated)	4	28
48	Oc1ccccc1-c1nc2cnccn2c1Nc1ccc2c(c1)OCCO2	7	3
49	Cc1cc2n(n1)C(c1cccs1)Nc1ccccc1-2 (configuration not stated)	-16	25
50	CC(=O)N1CCc2cc(S(=O)(=O)N3CCOCC3)ccc21	-10	-12
51	CCOc1ccc(C(O)C(CN2CCOCC2)c2ccccc2)cc1 (configuration not stated)	-15	26
52	O=C1c2ccccc2-c2nc3ccccc3n21	6	-14
53	Cc1nnc(SCc2cc(=O)n3[nH]cnc3n2)s1	5	2
54	COc1cc2[nH]cc(C(=O)NCCc3ccccc3)c(=O)c2cc1OC	7	-3
55	Cc1ccc(-n2c(C)nc3c(cnn3-c3ccc(C)c(C)c3)c2=O)cc1C	3	10
56	Cc1ccc(OCc2nc(C#N)c(N3CCCC3)o2)cc1	8	7
57	O=C(NCCOC(=O)c1ccc(C(=O)OCCNC(=O)c2cccnc2)s1)c1cccnc1	11	-9
58	COCCn1c(SCC(=O)NCc2ccco2)nc2cccnc21	-12	0
59	CN(C)c1nc(N2CCOCC2)nc(N(c2ccccc2)c2ccccc2)n1	3	-2
60	O=c1c2ccccc2nc(-c2ccco2)n1/N=C/c1ccccc1O	7	0

Other entries.
cpd	mol	FXIIa single	FXIa single inh
61	CC(C)C(c1nnnn1C(C)(C)C)N1CCOCC1 (configuration not stated)	5	-3
62	CC(NC(=O)c1ccco1)C(c1cccs1)N1CCN(c2ccccc2F)CC1 (configuration not stated)	-1	-2
63	CCOC(=O)CSC1=C(C#N)C(c2sccc2C)C(C(C)=O)=C(C)N1 (configuration not stated)	6	7
64	CCOC(=O)C1Cc2c([nH]c3ccccc23)C(C)N1 (configuration not stated)	4	9
65	N/C(=N\OC(=O)Nc1ccccc1)c1ncc(C(F)(F)F)cc1Cl	1	4
66	CN(c1cccc(NC(=O)Cc2ccccc2)c1)S(C)(=O)=O	5	-1
67	O=C(c1cccc2ccccc12)n1nnc2ccccc21	27	48*
68	Cc1cc(C)cc(OC(=O)CS(=O)c2ccc(C(F)(F)F)cc2[N+](=O)[O-])c1 (configuration not stated)	-3	1
69	Cc1ccc(-n2nc(-c3cccnc3)cc2C(=O)N2CCOCC2)c(C)c1	5	2
70	O=C(c1cccc(COc2ccc(Cl)cc2Cl)c1)N1CCN(c2ccccn2)CC1	6	-1
71	CCN1CCN(C(=O)c2cn(CCOC)c(=O)c3c2c2ccccc2n3C)CC1	2	-1
72	COc1ccc(CCn2c(C)c(C(C)=O)c3cc(OC(=O)c4ccco4)ccc32)cc1OC	-8	20
73	Cc1ccc(S(=O)(=O)NC2=C(N3CCN(Cc4ccccc4)CC3)C(=O)c3ccccc3C2=O)cc1	-17	26
74	CCN(CC)C(=O)Cn1nc(C)c2ccccc2c1=O	1	-2
75	CCOC(=O)CCCCC(=O)c1[nH]c(=O)[nH]c1CSCCO	7	-2
76	CN(C)c1ncnc2c1NC1=C(S2)C(=NCCCC(=O)O)CC(C)(C)C1	9	-2
77	CCOC(=O)N1CCN(C(=O)CN(C2CCCCC2)S(=O)(=O)c2c(C)cc(C)cc2C)CC1	7	6
78	CCOC(=O)c1ccc(NC(=O)CC2NCCNC2=O)cc1 (configuration not stated)	-2	-2
79	CC(Nc1nc(N2CCCCC2)nc2ccccc12)c1ccccc1 (configuration not stated)	-4	-11
80	COCCCNC(=O)c1nc2c(nnn2Cc2cc(C)ccc2C)c(=O)[nH]1	12	5
81	O=C(CNCCC1=CCCCC1)Nc1ccc(N2CCCCCC2)cc1	-14	-11
82	O=C(Nc1ccc(Cl)c(Cl)c1)OCc1cncs1	-3	-12
83	COc1ccc(CCNC(=O)CSc2nnc(CNC(=O)c3ccco3)o2)cc1OC	9	5
84	Cc1cc(=O)oc2cc(OCC3CC(c4ccccc4Cl)=NO3)ccc12 (configuration not stated)	2	4
85	CCCn1c2ccc(/C(C)=N\O)cc2c2cc(/C(C)=N/O)ccc21	2	6
86	COc1ccc(NC(=O)c2ccccc2SC)cc1OC	-1	-5
87	O=C(N/N=C1\CCCc2ccccc21)c1ccccc1[N+](=O)[O-]	3	2
88	NC(=O)CN1C(=O)C2C3c4ccccc4C(c4ccccc43)C2C1=O (configuration not stated)	2	2
89	Cn1c(=O)oc2cc(S(=O)(=O)NCCC(=O)N3CCc4ccccc43)ccc21	7	0
90	CCCOC(=O)CCNc1n[nH]c(=O)[nH]c1=O	-16	-5

A draw from above in order of count of non-hydrogen atoms, falling:
cpd	mol	FXIIa single	FXIa single inh
73	Cc1ccc(S(=O)(=O)NC2=C(N3CCN(Cc4ccccc4)CC3)C(=O)c3ccccc3C2=O)cc1	-17	26
77	CCOC(=O)N1CCN(C(=O)CN(C2CCCCC2)S(=O)(=O)c2c(C)cc(C)cc2C)CC1	7	6
83	COc1ccc(CCNC(=O)CSc2nnc(CNC(=O)c3ccco3)o2)cc1OC	9	5
70	O=C(c1cccc(COc2ccc(Cl)cc2Cl)c1)N1CCN(c2ccccn2)CC1	6	-1
71	CCN1CCN(C(=O)c2cn(CCOC)c(=O)c3c2c2ccccc2n3C)CC1	2	-1
89	Cn1c(=O)oc2cc(S(=O)(=O)NCCC(=O)N3CCc4ccccc43)ccc21	7	0
68	Cc1cc(C)cc(OC(=O)CS(=O)c2ccc(C(F)(F)F)cc2[N+](=O)[O-])c1 (configuration not stated)	-3	1
81	O=C(CNCCC1=CCCCC1)Nc1ccc(N2CCCCCC2)cc1	-14	-11
79	CC(Nc1nc(N2CCCCC2)nc2ccccc12)c1ccccc1 (configuration not stated)	-4	-11
85	CCCn1c2ccc(/C(C)=N\O)cc2c2cc(/C(C)=N/O)ccc21	2	6
87	O=C(N/N=C1\CCCc2ccccc21)c1ccccc1[N+](=O)[O-]	3	2
78	CCOC(=O)c1ccc(NC(=O)CC2NCCNC2=O)cc1 (configuration not stated)	-2	-2
86	COc1ccc(NC(=O)c2ccccc2SC)cc1OC	-1	-5
74	CCN(CC)C(=O)Cn1nc(C)c2ccccc2c1=O	1	-2
82	O=C(Nc1ccc(Cl)c(Cl)c1)OCc1cncs1	-3	-12
90	CCCOC(=O)CCNc1n[nH]c(=O)[nH]c1=O	-16	-5

Following part.
cpd	mol	FXIIa single	FXIa single inh
91	CCN(CC)c1ccc(C2C(C(=O)OC)=C(C)NC(C)=C2C(=O)OC)cc1	9	2
92	CC1CCCN(CCC(=O)Nc2ccc(Br)cc2)C1 (configuration not stated)	2	-5
93	CC(=O)Nc1ccc(S(=O)(=O)Nc2nc3ccccc3nc2Sc2nncn2C)cc1	4	6
94	Cc1ccc(CN(C(=O)c2cc3ccccc3oc2=O)C2CCS(=O)(=O)C2)cc1 (configuration not stated)	9	1
95	CCOc1ccc(NC(=O)CS(=O)CC(=O)NC2CCCc3ccccc32)cc1 (configuration not stated)	4	-3
96	CCn1nc(C(=O)N[C@@H](CCSC)c2nc3ccccc3[nH]2)c2ccccc2c1=O	7	-9
97	CCOC(=O)c1ccc(NC(=O)COc2ccc(S(=O)(=O)NC(C)CC)cc2)cc1 (configuration not stated)	5	-5
98	O=C(c1cc2ccccc2oc1=O)N(Cc1ccccc1)C1CCS(=O)(=O)C1 (configuration not stated)	-10	-12
99	Cc1ccc(Nc2nc(Nc3ccc(C)cc3)nc(SC3=NCCS3)n2)cc1	6	-4
100	CC(=O)C1=C(C)NC(C)=C(C(C)=O)C1c1cn(-c2ccccc2)nc1-c1cccs1	6	-3
101	COc1ccccc1-n1c(SCC(=O)N2CCc3ccccc32)nc2c(c1=O)SCC2	8	10
102	Cc1cc(C)nc(N(C#N)Cc2cccc3ccccc23)n1	4	1
103	Cc1cc(S(=O)(=O)N2CCCC2C(=O)N2CCOCC2)c(C)cc1Cl (configuration not stated)	6	-3
104	Cc1ccc(C(=O)CSc2nc3ccccc3c(=O)[nH]2)cc1	0	-4
105	O=C(CN1CCC(NC(=O)c2ccccc2F)CC1)NCc1ccc(F)cc1	4	-9

Nos. 104 through 105 from above:
cpd	mol	FXIIa single	FXIa single inh
104	Cc1ccc(C(=O)CSc2nc3ccccc3c(=O)[nH]2)cc1	0	-4
105	O=C(CN1CCC(NC(=O)c2ccccc2F)CC1)NCc1ccc(F)cc1	4	-9

Carrying on:
cpd	mol	FXIIa single	FXIa single inh
106	O=C(O)CCCCCCNS(=O)(=O)c1ccccc1	13	-2
107	CCOC(=O)c1cn2nc(-c3ccc(OCC)cc3)cc2nc1C1CCN(C(=O)OC(C)(C)C)CC1	-3	5
108	CCC(C)N(C(=O)COC(=O)c1[nH]c(C)c(C(C)=O)c1C)C1CCS(=O)(=O)C1 (configuration not stated)	2	2
109	COc1cccc(-c2ccc(-c3noc(-c4cccs4)n3)c(OC)n2)c1	7	7
110	COC(=O)Cn1nc(-c2ccccc2)c2cc(Cl)ccc21	-3	-3
111	Cc1cc(C)c2c(N)c(S(=O)(=O)Cc3ccccc3)sc2n1	5	8
